Compound activity deposited in PubChem BioAssay by National Center for Advancing Translational Sciences (NCATS).
Tb PFK inh: blocks T. brucei phosphofructokinase; T. brucei PFK, ADP-Glo luminescence; Potency, µM (highest dose often 57.5 µM), for the others: at the top dose activity, negative = inhibition, hits mostly inhibitors; 330,000 tested, 0.17% active;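 further: potency means the concentration at half of the fitted maximal effect; 0% = uninhibited 1x PFK enzyme wells and -100% = no-enzyme wells; nearly all actives have a fitted effect of over 60% in size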
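PFK 1.25 nM, F6P 0.5 mM, ATP 0.1 mM, 0.1 M TEA pH 8.0, 5 mM MgCl2, 0.01% Tween20, 0.1% BSA; 45 min RT. ADP-Glo readout. qHTS titration up to 57 uM; curves fitted, compounds curve-classed.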
USP2a block: USP2a (human) protease inhibition. Potency, µM (top dose mostly 38.3 µM), without a hit: top-dose activity change, negative = inhibition, hits mostly inhibitors. 330,000 tested, 0.01% active. USP2 core, Ub-CHOP2 coupled fluorogenic reporter, 485/531;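 further: potency means the concentration at half of the fitted maximal effect; plate controls were DMSO wells for no effect and full inhibition by NEM control for full effect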
Target sequence (O75604 whole entry, looked up): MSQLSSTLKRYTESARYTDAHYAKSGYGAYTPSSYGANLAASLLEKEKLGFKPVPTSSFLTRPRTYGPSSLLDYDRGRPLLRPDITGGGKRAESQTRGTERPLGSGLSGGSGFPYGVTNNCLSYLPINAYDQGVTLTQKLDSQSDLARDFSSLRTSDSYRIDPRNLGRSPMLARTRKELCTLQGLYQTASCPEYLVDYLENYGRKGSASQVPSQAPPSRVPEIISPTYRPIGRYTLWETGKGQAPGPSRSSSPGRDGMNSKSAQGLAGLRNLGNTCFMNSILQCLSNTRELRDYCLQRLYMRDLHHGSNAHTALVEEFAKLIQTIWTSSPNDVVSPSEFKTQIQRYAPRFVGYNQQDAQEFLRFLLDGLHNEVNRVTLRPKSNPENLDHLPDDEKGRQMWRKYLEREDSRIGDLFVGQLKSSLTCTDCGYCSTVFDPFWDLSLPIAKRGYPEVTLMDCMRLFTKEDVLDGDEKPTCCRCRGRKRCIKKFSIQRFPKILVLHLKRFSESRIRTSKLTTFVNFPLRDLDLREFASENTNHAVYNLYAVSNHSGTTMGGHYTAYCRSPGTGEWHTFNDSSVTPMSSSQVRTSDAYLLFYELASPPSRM
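USP2 core (10nM final) preincubated 30min RT with compound in 20mM Tris-HCl pH 8.0, 2mM CaCl2, 2mM beta-mercaptoethanol, 0.05% CHAPS; 25nM Ub-CHOP2 plus 25nM reporter substrate added, fluorescence (Ex485/Em531) read after 60min.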
ELG1 repair inh: ELG1-dependent DNA repair inhibition. HEK293T ELG1-luciferase reporter, luminescence, 16 h; DNA damage induced by 5-fluorouridine. Potency, µM (doses to about 46.1 µM), without a hit: at the highest dose activity change, negative = inhibition, usual class: inhibitors. 330,000 tested, 2.3% active. AID 504467; further: potency means the concentration at half of the fitted maximal effect; on the % scale 0 is the no-effect control and ±100 the full control effect; nearly all actives have a fitted effect of over 55% in size
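Reporter activity after DNA damage by 5-fluorouridine is monitored. Compound-treated cells incubate 16 hr at 37 °C, then ONE-Glo is added for 30 min before luminescence reading.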
B2AR arrestin: recruits beta-arrestin to the human beta2-adrenergic receptor; P07550; beta-arrestin recruitment to beta2AR, cell-based reporter; Potency, µM (titrated, usually from 46.1 µM), inactives show at the highest dose activation, most hits filed as activators; 330,000 tested, 0.02% active;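 further: potency means the concentration at half of the fitted maximal effect; 0% = DMSO controls and full agonism = EC100 isoproterenol or metaproterenol; nearly all actives have a fitted effect of over 65% in size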
Target sequence (P07550 whole entry, looked up): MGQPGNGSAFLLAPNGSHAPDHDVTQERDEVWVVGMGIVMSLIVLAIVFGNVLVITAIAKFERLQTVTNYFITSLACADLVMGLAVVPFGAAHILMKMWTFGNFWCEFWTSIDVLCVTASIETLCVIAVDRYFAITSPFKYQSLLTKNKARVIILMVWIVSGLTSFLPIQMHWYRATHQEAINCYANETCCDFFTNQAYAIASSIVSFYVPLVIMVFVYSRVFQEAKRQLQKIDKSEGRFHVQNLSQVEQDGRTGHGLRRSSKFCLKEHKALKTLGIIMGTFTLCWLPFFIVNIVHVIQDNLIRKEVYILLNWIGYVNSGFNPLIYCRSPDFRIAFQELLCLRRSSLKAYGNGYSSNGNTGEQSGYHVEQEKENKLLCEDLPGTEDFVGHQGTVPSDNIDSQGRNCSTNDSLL
TSHR antagonist: blocks TSH signaling through the human TSH receptor | 330,000 tested, 0.2% active | AID 504810 | activity change, negative = inhibition, % at 11.5 µM | TSHR-expressing cells, TSH-stimulated cAMP HTRF, 2 h; stronger effect = lower value;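 active means activity change below a set negative limit, meaning inhibition stronger than a set level, cut at about -70% in these data; inconclusive means activity change between two set negative limits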; further: on the % scale 0 is the no-effect control and ±100 the full control effect
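Read-out is FRET at 665 nm (cryptate excitation 337 nm) from a cryptate-tagged anti-cAMP antibody, competed by cell cAMP against cAMP-d2. Compounds are tested on freshly harvested TSHR cells challenged with 4nM TSH (EC80) for 2 hours at 37 deg C.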
Mito fusion act: blocks mitochondrial division or promotes mitochondrial fusion | S. cerevisiae fusion-defective mutant growth rescue, CellTiterGlo 48 h | Potency, µM (series often up to 46.1 µM), for the others: at the top dose growth rescue (activation), actives largely listed as activators | 320,000 tested, 0.23% active;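 further: potency means the concentration at half of the fitted maximal effect; % of control where 0% means no effect; nearly all actives have a fitted effect of over 45% in size; temperature-sensitive fusion mutants such as fzo1-1 at 37 °C on non-fermentable ethanol glycerol medium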
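Yeast fusion mutant, YPEG (non-fermentable carbon), compound, 48 h at 37C non-permissive; CellTiterGlo added, 10 min RT, luminescence read. Rescued growth = division inhibition.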
PTAP TSG101 blk: blocks PTAP/TSG101 interaction to inhibit HIV-1 budding | AID 493005 | Q99816 | 340,000 tested, under 10 active | Fluorescence polarization, FITC-PTAP peptide / Tsg101 binding | Potency, µM (series often up to 115 µM), for the others: at the top dose activity change, negative = inhibition, most hits filed as inhibitors; active means well fitted inhibition curve with a large enough effect in the main read-out, with a control signal flat, not every such curve was filed as active; inconclusive means small, poorly fitted or top-dose-only effect, or effect the other way, or a change in a side signal; inactive means no such curve, though single readings can be large or run the other way; further: potency means the concentration at half of the fitted maximal effect; % of control where 0% means no effect
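FP read-out: FITC-PTAP peptide, 50 nM final, binding Tsg101 binding domain, 10 uM final; 20 min, r.t.; 10 mM HEPES pH 7.5, 0.15 M NaCl, 0.01% Tween 20, 3 mM EDTA, 0.1 mM TCEP.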
uPA surface inh: cell surface uPA generation inhibition | cell surface uPA generation assay, qHTS | Potency, µM (top dose mostly 38.3 µM), for the others: top-dose activity change, negative = inhibition, actives largely listed as inhibitors | 330,000 tested, 0.31% active | AID 540303; active means well fitted inhibition curve with a large enough effect; inconclusive means small, poorly fitted or top-dose-only effect; inactive means no such curve, though single readings can be large or run the other way; tested in mouse RAW 264.7 cells; further: potency means the concentration at half of the fitted maximal effect; on the % scale 0 is the no-effect control and ±100 the full control effect; nearly all actives have a fitted effect of over 55% in size
Eya2 phos inh: blocks the phosphatase activity of human Eya2; O00167; recombinant Eya2, OMFP fluorescence dephosphorylation (OMFP is methylfluorescein phosphate); Potency, µM (doses to about 76.9 µM), inactives show at the top dose activity, negative = inhibition, usual class: inhibitors; 330,000 tested, 0.006% active; AID 488837; further: potency means the concentration at half of the fitted maximal effect; on the % scale 0 is the no-effect control and ±100 the full control effect
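Eya2 protein (added as 0.2 uM solution) was preincubated with compound for 10 min at ambient temperature in 50 mM HEPES pH 7.5, 50 mM NaCl, 5 uM MgCl2, 0.05% BSA, 1 mM DTT. OMFP (added at 50 uM) then reacted 10 min; fluorescence read at 485/525 nm.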
TCR act: activators of T cell receptors | primary human leukocytes, anti-CD3, IL-2 HTRF, 48 h | Potency, µM (top dose mostly 9.22 µM), for inactives: top-dose activation of IL-2 secretion, actives largely listed as activators | 330,000 tested, under 10 active; further: % of control where 0% means no effect
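Compounds are tested in HTS on primary human leukocytes co-incubated with a-CD3 beads for 48 hr. IL-2 output is measured by time-resolved FRET.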
BCR signal inh: chronic active BCR signaling inhibition; ABC-DLBCL IkBa-CBG/CBR reporter, luminescence ratio, 4 h; Potency, µM (highest dose often 46.1 µM), for the others: top-dose ratio change, negative = lower green/red ratio, actives largely listed as inhibitors; 340,000 tested, 0.05% active; AID 493014; active means well fitted inhibition curve with a large enough effect in the signal ratio, with a control signal flat, not every such curve was filed as active; inconclusive means small, poorly fitted or top-dose-only effect, or effect the other way, or a change in a side signal; the % refers to the signal ratio;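 further: potency means the concentration at half of the fitted maximal effect; plate controls were basal doxycycline-induced cells for no effect and cells given 10 µM MG132 for full effect; MG132 reads +100%, hits lower the ratio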
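Cell line TMD8 (human ABC DLBCL), stably expressing tet-inducible CBG68-IkBa fusion and CBR; IMDM/0.5% FBS; cpd up to 46 uM; dox induction, 4 h, 37C/5% CO2; dual luminescence; green/red ratio; MG132 control.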
An asterisk follows results filed as active; [ ] = remark or other dose. Unless noted, the call rests on the fitted dose curve; in most records, active means well fitted curve in the direction sought with a large enough effect; inconclusive means small, poorly fitted or top-dose-only effect, or another doubt; inactive means no such curve, though single readings can be large; an effect the other way counts as inactive or inconclusive.

What do the screens show for `N#CCC(=O)Nc1sc2c(c1C(N)=O)CCCC2`?
Tb PFK inh: 0%; USP2a block: -1%; ELG1 repair inh: -1%; B2AR arrestin: 8.9%; TSHR antagonist: -14; Mito fusion act: 0%; PTAP TSG101 blk: -2%; uPA surface inh: -4%; Eya2 phos inh: -16%; TCR act: 0%[46.1 µM]; BCR signal inh: inconclusive

Results for COCCn1nnnc1C(c1ccccc1)N1CCN(c2ccccc2)CC1 (configuration not stated) ?
Tb PFK inh: 0%; USP2a block: -1%; ELG1 repair inh: 2%; B2AR arrestin: -0.2%; TSHR antagonist: -10; Mito fusion act: 3%; PTAP TSG101 blk: -3%; uPA surface inh: -1%; Eya2 phos inh: 2%; TCR act: -3%[46.1 µM]; BCR signal inh: -17%

How did N#CC(C(=O)Nc1ccc(Cl)cc1)=C1Nc2ccccc2N1 do in these assays?
Tb PFK inh: -3%; USP2a block: 0%; ELG1 repair inh: -6%; B2AR arrestin: 0.1%; TSHR antagonist: -23; Mito fusion act: 8%; PTAP TSG101 blk: -6%; uPA surface inh: 10%; Eya2 phos inh: 0%; TCR act: 7%; BCR signal inh: 2%

What do the screens show for `CC(C)(C)C1CCC(C(=O)Nc2ccccc2N2CCOCC2)CC1` (configuration not stated)?
Tb PFK inh: 0%; USP2a block: -5%; ELG1 repair inh: -1%; B2AR arrestin: -0.2%; TSHR antagonist: -15; Mito fusion act: 19%; PTAP TSG101 blk: -2%; uPA surface inh: 8%; Eya2 phos inh: -3%; TCR act: 3%; BCR signal inh: -3%

Results for CNC(=O)CC(=O)Nc1ccccc1C(=O)O ?
Tb PFK inh: -3%; USP2a block: -1%; ELG1 repair inh: -6%; B2AR arrestin: 0.1%; TSHR antagonist: 0; Mito fusion act: 3%; PTAP TSG101 blk: -2%; uPA surface inh: 4%; Eya2 phos inh: 7%; TCR act: -1%; BCR signal inh: 3%

What do the screens show for `Cc1cc2cc(CCNS(C)(=O)=O)c(=O)[nH]c2cc1C`?
Tb PFK inh: -1%; USP2a block: 0%; ELG1 repair inh: -3%; B2AR arrestin: 0.7%; TSHR antagonist: -7; Mito fusion act: 1%; PTAP TSG101 blk: -2%; uPA surface inh: -3%; Eya2 phos inh: inconclusive; TCR act: 3%; BCR signal inh: inconclusive

Results for NC(=O)C1CCN(C(=O)C2CCC(=O)N(CC3CCCCC3)C2)CC1 (configuration not stated) ?
Tb PFK inh: -6%; USP2a block: 3%; ELG1 repair inh: 10%; B2AR arrestin: 0.2%; TSHR antagonist: 4; Mito fusion act: -3%; PTAP TSG101 blk: -4%; uPA surface inh: 2%; Eya2 phos inh: 2%; TCR act: 1%; BCR signal inh: inconclusive

Results for C[C@]12c3[nH]c4ccccc4c3CCN1C(=O)C(CC(=O)NCCCn1ccnc1)C[C@@H]2C(=O)N1CCOCC1 (some centres not stated) ?
Tb PFK inh: -3%; USP2a block: -1%; ELG1 repair inh: inconclusive; B2AR arrestin: -0.3%; TSHR antagonist: -2; PTAP TSG101 blk: -1%; uPA surface inh: 6%; Eya2 phos inh: -7%; TCR act: 13%; BCR signal inh: 1%

Results for CC1=CC2=NC(=O)CC(C)(C(=O)N(CC(=O)NC3CCCC3)c3ccccc3F)N2C=C1 (configuration not stated) ?
Tb PFK inh: 0%; USP2a block: 1%; ELG1 repair inh: 1%; B2AR arrestin: -0.1%; TSHR antagonist: 9; Mito fusion act: -1%; PTAP TSG101 blk: 0%; uPA surface inh: 2%; Eya2 phos inh: -6%; TCR act: -2%; BCR signal inh: -2%

Results for CCC(=O)N(CCC1(c2ccccc2OC)CCOC(C(C)C)C1)Cc1ccco1 (configuration not stated) ?
Tb PFK inh: -1%; USP2a block: -2%; ELG1 repair inh: -29%; B2AR arrestin: 0.1%; TSHR antagonist: -16; Mito fusion act: 20%; PTAP TSG101 blk: -4%; uPA surface inh: 10%; Eya2 phos inh: -18%; TCR act: -5%; BCR signal inh: inconclusive

What do the screens show for `CCOCCCNC(=O)Cn1cnc2c(cnn2-c2ccc(OC)cc2)c1=O`?
Tb PFK inh: 1%; USP2a block: 0%; ELG1 repair inh: 1%; B2AR arrestin: 0.5%; TSHR antagonist: 6; Mito fusion act: -1%; PTAP TSG101 blk: -6%; uPA surface inh: 2%; Eya2 phos inh: -13%; TCR act: -3%; BCR signal inh: -2%

How did Cc1cccc(/C=N/NC(=O)Cc2cccs2)c1 do in these assays?
Tb PFK inh: 3%; USP2a block: 0%; ELG1 repair inh: inconclusive; B2AR arrestin: -0.1%; TSHR antagonist: -4; Mito fusion act: -3%; PTAP TSG101 blk: -3%; uPA surface inh: 0%; Eya2 phos inh: -21%; TCR act: 1%; BCR signal inh: inconclusive

How did O=C(COc1ccc2c3c(c(=O)oc2c1)CCCC3)N1CCN(c2ccc(F)cc2)CC1 do in these assays?
Tb PFK inh: -2%; USP2a block: 2%; ELG1 repair inh: -14%; B2AR arrestin: 0.0%; TSHR antagonist: -1; Mito fusion act: 0%; PTAP TSG101 blk: -5%; uPA surface inh: 3%; Eya2 phos inh: -16%; TCR act: -1%; BCR signal inh: -5%

What do the screens show for `CCc1ccc(C(C)NC(=O)c2ccncc2)cc1` (configuration not stated)?
Tb PFK inh: -4%; USP2a block: 2%; ELG1 repair inh: -13%; B2AR arrestin: 0.0%; TSHR antagonist: 2; Mito fusion act: -3%; PTAP TSG101 blk: 1%; uPA surface inh: 0%; Eya2 phos inh: -9%; TCR act: -3%; BCR signal inh: -1%

What do the screens show for `CCOc1ccc(N(C(=O)c2cnccn2)C(C(=O)NC2CCCCC2)c2ccc(O)cc2)cc1` (configuration not stated)?
Tb PFK inh: -3%; USP2a block: 1%; ELG1 repair inh: inconclusive; B2AR arrestin: -1.2%; TSHR antagonist: 2; Mito fusion act: -3%; PTAP TSG101 blk: -1%; uPA surface inh: 1%; Eya2 phos inh: -6%; TCR act: -3%; BCR signal inh: -19%

What do the screens show for `O=c1[nH]c(=O)c2nnc(N/N=C/c3ccccc3F)nc2[nH]1`?
Tb PFK inh: -4%; USP2a block: 2%; ELG1 repair inh: -7%; B2AR arrestin: -0.7%; TSHR antagonist: -49; Mito fusion act: -12%; PTAP TSG101 blk: -5%; uPA surface inh: 15%; Eya2 phos inh: 3%; TCR act: -6%; BCR signal inh: inconclusive

How did O=c1c2nnn(Cc3ccccc3)c2ncn1C/C=C/c1ccccc1 do in these assays?
Tb PFK inh: 8%; USP2a block: -1%; ELG1 repair inh: inconclusive; B2AR arrestin: 0.0%; TSHR antagonist: 2; Mito fusion act: -4%; PTAP TSG101 blk: 1%; uPA surface inh: 5%; Eya2 phos inh: -13%; TCR act: -2%; BCR signal inh: 1%

How did COc1ccc(C(=O)CSc2nnc(-c3ccco3)c(-c3ccco3)n2)cc1 do in these assays?
Tb PFK inh: -12%; USP2a block: inconclusive; ELG1 repair inh: -17%; B2AR arrestin: -1.1%; TSHR antagonist: -9; Mito fusion act: 8%; PTAP TSG101 blk: -9%; uPA surface inh: -16%; Eya2 phos inh: -3%; TCR act: 9%; BCR signal inh: -12%

How did COCCSc1nnc(NC(=O)CS(=O)(=O)c2ccc(C)cc2)s1 do in these assays?
Tb PFK inh: 2%; USP2a block: 0%; ELG1 repair inh: 0%; B2AR arrestin: -0.2%; TSHR antagonist: 12; Mito fusion act: 10%; PTAP TSG101 blk: 0%; uPA surface inh: -5%; Eya2 phos inh: -19%; TCR act: -2%; BCR signal inh: -8%
